# From PubChem
# HT1080NT lethal: qHTS for induction of synthetic lethality in tumor cells producing 2HG: qHTS for the HT-1080-NT fibrosarcoma cell line | HT-1080-NT fibrosarcoma viability, CellTiter-Glo ATP luminescence, 48 h | Potency, µM (doses to about 46.1 µM), for inactives: at the top dose activity, negative = less viability, hits mostly cytotoxic | 360,000 tested, 1.6% active | AID 686970, 2013;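 also: NT is the 2HG producing partner of a matched IDH1 knockdown line; potency is read from the fitted curve at half-maximal effect; 0% = DMSO-treated cells and -100% = media-only wells without cells; nearly all actives have a fitted effect of over 55% in size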
#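 Read-out is CellTiter-Glo luminescence after 10 minutes at room temperature, following 48 hours' compound treatment of HT-1080-NT cells (750 cells/well, RPMI, 5% FBS, 37 degrees C).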
# SW480 rerep: A quantitative high throughput screen for small molecules that induce DNA re-replication in SW480 colon adenocarcinoma cells; SW480 DNA re-replication, Hoechst DNA content imaging, 48 h; Potency, µM (highest dose often 46.1 µM), without a hit: at the top dose re-replication activation, hits mostly activators; 340,000 tested, 1.8% active; AID 624297, 2012; also: potency is read from the fitted curve at half-maximal effect; % of control where 0% means no effect; nearly all actives have a fitted effect of over 55% in size
#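 DNA re-replication was detected as more nuclei of elevated Hoechst intensity after 48 hr exposure to compound (23 nL pinned per well of 250 cells).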
# S2 tox: Viability Counterscreen for Primary qHTS for Inhibitors of ATXN expression; S2 cells (HEK-293 line with an ATXN2-luciferase reporter) viability, CellTiter-Fluor protease fluorescence, 24 h; Potency, µM (highest dose often 56.7 µM), hits mostly cytotoxic; 400,000 tested, 0.49% active; AID 651635, 2014; also: potency is read from the fitted curve at half-maximal effect; nearly all actives have a fitted effect of over 40% in size
# HT1080 IDH1KD tx: qHTS for induction of synthetic lethality in tumor cells producing 2HG: qHTS for the HT-1080-IDH1KD cell line; 360,000 tested, 2% active; Potency, µM (top dose mostly 46.1 µM), without a hit: at the top dose activity, negative = toxicity, actives largely listed as cytotoxic; HT-1080 IDH1 knockdown viability, ATP luminescence, 48 h;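 also: potency is read from the fitted curve at half-maximal effect; 0% = DMSO wells and -100% = cell-free medium wells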
#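 After a 2 h attachment period, IDH1KD HT-1080 cells took pin-transferred compound for 48 h at 37 °C; ATP-based luminescence after 10 min room-temperature reagent incubation reported viability.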
# KB-3-1 cytotox: qHTS assay for MDR1-selective chemotherapeutics: Primary screen using the parental adenocarcinoma cell KB-3-1 | KB-3-1 viability, CellTiter-Glo ATP luminescence, 72 h | Potency, µM (highest dose often 46.1 µM), inactives show top-dose activity change, negative = cytotoxic, usual class: cytotoxic | 400,000 tested, 1.4% active | AID 1347075, 2019; also: potency is read from the fitted curve at half-maximal effect; % is scaled to controls: 0 for no effect and ±100 for the full control effect; nearly all actives have a fitted effect of over 60% in size
#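 Parental KB-3-1 viability, qHTS format: 72 h compound exposure, 37 °C; CellTiter-Glo; media-only wells and DMSO plates as controls; concentration-effect fits on corrected data.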
# IL1B secr inh: qHTS for Inhibitors of Inflammasome Signaling: IL-1-beta AlphaLISA Primary Screen. THP-1 LPS/ATP IL-1B secretion, AlphaLISA, 16 h; stronger effect = lower value. activity change, % at 57.5 µM. 360,000 tested, 4.7% active; in the data active = activity change below about -50%; inconclusive = mostly about -30% to -49%; also: % is scaled to controls: 0 for no effect and ±100 for the full control effect
#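 THP-1 cells pretreated 1 hr with compounds (up to 57.5 uM final), then stimulated with LPS (250 ng/mL final) plus ATP (1.25 mM final); secreted IL-1B measured by AlphaLISA after 16 hr, decreased signal indicating inhibition.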
# MCF10A rerep: A quantitative high throughput screen for small molecules that induce DNA re-replication in MCF 10a normal breast cells; MCF 10A DNA re-replication, Hoechst nuclear intensity, 48 h; Potency, µM (series often up to 46.1 µM), inactives show at the highest dose activity, positive = re-replication, most hits filed as activators; 350,000 tested, 2.9% active; also: potency is read from the fitted curve at half-maximal effect; % of control where 0% means no effect; nearly all actives have a fitted effect of over 50% in size
# HepG2 viability: qHTS for Inhibitors of TGF-b: Cytotox Counterscreen. AID 588856, 2011. 410,000 tested, 0.76% active. Potency, µM (series often up to 46.1 µM), for the others: at the top dose activity change, negative = cytotoxicity, hits mostly cytotoxic. HepG2 CAGA-GFP viability, ATP luminescence, 18 h; also: potency is read from the fitted curve at half-maximal effect; some results filed as inactive show a strong effect at the top dose
#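 HepG2 CAGA-GFP cells (1000/well, DMEM with 1% FBS) received compound, then TGF-beta at 500 pg/mL final, and were incubated 18 hours at 37 degrees C. Viability was read by CellTiter-Glo luminescence. Media-only wells were set as complete cell-killing and DMSO as no toxicity.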
# ATXN2 expr inh: Primary qHTS for Inhibitors of ATXN expression; HEK-293 ATXN2-luciferase reporter, luminescence, 24 h; Potency, µM (highest dose often 57 µM), for inactives: at the highest dose activity change, negative = inhibition, usual class: inhibitors; 360,000 tested, 0.72% active; also: potency is read from the fitted curve at half-maximal effect; % is scaled to controls: 0 for no effect and ±100 for the full control effect; nearly all actives have a fitted effect of over 55% in size
#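 qHTS (up to 57 uM final) was run with 24 h compound exposure of reporter cells at 37 °C. Each well was multiplexed: SteadyGlo luminescence measured ATXN2-luciferase expression after a fluorogenic Gly-Phe-AFC viability readout (25 uM final).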
# The depositor's hits bear a star; i = inactive; ? = inconclusive; . = not tested or not shown; [ ] = dose if it differs, or a comment. Unless noted, calls follow the shape of the dose curve; as a rule, active = well fitted curve in the direction sought with a large enough effect; inconclusive = small, poorly fitted or top-dose-only effect, or another doubt; inactive = no such curve, though single readings can be large; an effect the other way counts as inactive or inconclusive.
smiles,ATXN2 expr inh,SW480 rerep,HT1080 IDH1KD tx,HT1080NT lethal,KB-3-1 cytotox,S2 tox,HepG2 viability,MCF10A rerep,IL1B secr inh
COc1ccc([C@@H]2[C@@H]3C(=O)N(C(C)(C)C)C(=O)[C@@H]3[C@]3(Cc4ccc(Cl)cc4)C(=O)N(c4cccc(F)c4)C(=O)N23)cc1,1%,-3%,16%,18%,-8%,i,-6%,1%,-8
COc1ccc(NC(=O)COc2ccc3c(c2)CCC3)cc1,-14%[11.3 µM],-13%,-16%,-18%,22%,i,-4%,1%,-6
O=S(=O)(NN=Cc1cccc(Cl)c1)c1ccccc1,20%,.,1%,16%,30%,i,8%,.,11
O=c1[nH]c(C2CCN(S(=O)(=O)c3cccc([N+](=O)[O-])c3)CC2)nc2c1nnn2Cc1ccccc1,0%,9%,-23%,?,?,i,-18%,-17%,23
CC1=C(c2ccc(F)cc2)S(=O)(=O)N=C1N1CCC(C(=O)NCCc2ccco2)CC1,5%,.,.,.,-6%,i,-2%,.,.
S=c1nc(C2CCCCC2)n(-c2ccccc2)[nH]1,6%,-30%[inhibitor],11%,16%,3%,i,-9%,?,19
O=C(Nc1ccc(Cc2ccncc2)cc1)c1ccc(Br)o1,32%,12%,?,3%,0%,i,-18%,16%,?
COC(=O)c1sccc1S(=O)(=O)N(CC(=O)Nc1ccccc1C)c1ccc(Cl)cc1,-9%,.,.,.,-16%,i,-35%,.,.
CCC1CCCCN1C(=O)c1cc(-c2ccc(Cl)c(Cl)c2)on1 (configuration not stated),31%[activator],5%,-18%,11%,9%,i,0%,?,-23
O=C(C1CCN(S(=O)(=O)c2ccc(Cl)cc2)CC1)N1CCN(c2ccccn2)CC1,-8%,-5%,-7%,0%,-3%,i,2%,3%,-15
CCC(C(=O)N1CCN(c2ccccn2)CC1)n1nc(C)n2c(cc3occc32)c1=O (configuration not stated),-17%,-1%,-18%,-1%,?,i,-18%,-21%,-4
COc1ccc(OC)c(CNc2ncnc3onc(C)c23)c1,-6%,.,.,.,-25%,i,-16%,.,.
CCCCn1c(N)c(N(CC)C(=O)c2cccs2)c(=O)[nH]c1=O,-18%,8%,1%,-3%,25%,i,-14%,-3%,3
Cc1cccc(NC(=O)[C@H](C)NC(=O)[C@@H]2Cc3ccccc3CN2C(=O)OC(C)(C)C)c1,.,-2%,3%,-1%,8%,?,-20%,12%,3
CCOC(=O)[C@]12CCCC=C1N(Cc1ccc3c(c1)OCO3)C(=O)[C@H](CC(=O)NCC13CC4CC(CC(C4)C1)C3)C2,?,.,?,-29%,?,?,.,.,-9
Cc1cc(O)c(C(C[N+](=O)[O-])c2ccc(Cl)cc2)c(=O)o1 (configuration not stated),1%,12%,-2%,0%,0%,i,-9%,-7%,-3

# Given with each value named: entries from further up
CCCCn1c(N)c(N(CC)C(=O)c2cccs2)c(=O)[nH]c1=O
- ATXN2 expr inh: -18%
- SW480 rerep: 8%
- HT1080 IDH1KD tx: 1%
- HT1080NT lethal: -3%
- KB-3-1 cytotox: 25%
- S2 tox: i
- HepG2 viability: -14%
- MCF10A rerep: -3%
- IL1B secr inh: 3
Cc1cccc(NC(=O)[C@H](C)NC(=O)[C@@H]2Cc3ccccc3CN2C(=O)OC(C)(C)C)c1
- ATXN2 expr inh: .
- SW480 rerep: -2%
- HT1080 IDH1KD tx: 3%
- HT1080NT lethal: -1%
- KB-3-1 cytotox: 8%
- S2 tox: ?
- HepG2 viability: -20%
- MCF10A rerep: 12%
- IL1B secr inh: 3

# Next part:
smiles,ATXN2 expr inh,SW480 rerep,HT1080 IDH1KD tx,HT1080NT lethal,KB-3-1 cytotox,S2 tox,HepG2 viability,MCF10A rerep,IL1B secr inh
CCOC(=O)C1=C(C)N(CCCCCC(=O)O)C(=O)NC1c1ccc([N+](=O)[O-])cc1 (configuration not stated),-1%,3%,2%,3%,-1%,i,-16%,-4%,24
CCN(CC(=O)Nc1ccc(NC(C)=O)cc1)C(=O)CCCOc1cccc(C)c1,-28%,?,-7%,-1%,-6%,i,-13%,-43%[inhibitor],14
CC(=O)c1ccc(N2CCN(Cc3nc(Cc4ccccc4)no3)CC2)cc1,.,-6%,2%,-17%,-17%,i,-35%,14%,13
COCCCNC(=O)C1CCN(c2ccc(N3CCOCC3)nn2)CC1,6%,-5%,0%,2%,8%,i,-1%,-2%,0
CCOC(=O)CC(NS(=O)(=O)c1ccc(NC(C)=O)cc1)c1ccc(OCC)cc1 (configuration not stated),1%,-1%,-4%,0%,2%,i,-7%,2%,25
O=C(C1=C[C@H](c2ccc3c(c2)OCO3)C[C@H](OCCCCO)O1)N1CCN(Cc2ccc3c(c2)OCO3)CC1,-7%,7%,-1%,3%,8%,i,-6%,-2%,?
COC(=O)c1[nH]c2cc(OC)ccc2c1NC(=O)CCN1CCCCC1,-34%,-1%,5%,-1%,1%,i,14%,0%,25
CCN(CC)c1ccc(/C=N/NS(=O)(=O)c2ccc(C)c([N+](=O)[O-])c2)cc1,2%,-3%,-14%,-18%,9%,i,-2%,10%,-7
COc1ccc(CCN2CC(O)=C(c3nc(C)cs3)C2=N)cc1OC,0%,-2%,-10%,-25%,4%,i,-44%,2%,-1
O=C(NCc1cccc(C(F)(F)F)c1)C1CC(c2ccccc2[N+](=O)[O-])=NO1 (configuration not stated),15%,5%,-15%,-9%,?,i,-6%,2%,34
Cc1ccc(S(=O)(=O)N2[C@H](CC(=O)c3cccs3)OC[C@@H]2C)cc1,.,.,15%,9%,3%,.,.,.,23
COc1cc(-c2cc(-c3ccccc3)nc(SCC(=O)Nc3nccs3)c2C#N)cc(OC)c1OC,-19%,-5%,?,?,0%,i,-17%,?,18
O=C(CCCCCn1c(=O)[nH]c2ccsc2c1=O)N1CCCCC1,3%,-6%,0%,-1%,21%,i,-13%,-6%,9
COc1cc2ncnc(NCc3ccccc3Cl)c2cc1OC,-17%,-11%,17%,12%,1%,i,-78%,-2%,-9
O=c1nccc(N/N=C/c2ccccc2)[nH]1,22%,-13%,1%,10%,0%,i,-16%,2%,-24
Nc1ccc2cn[nH]c2c1,-7%,-42%[inhibitor],-4%,3%,0%,i,-23%,-4%,17
C=C(C)COc1ccc2c(C)c(C)c(=O)oc2c1OCC(=C)C,-7%,-7%,-14%,1%,?,i,-18%,?,-13
Cc1cc(=O)n2[nH]c(C)cc2n1,8%,-4%,-14%,-4%,-5%,i,-3%,1%,6
Cc1nnc2sc(-c3cccc4ccccc34)nn12,1%,-3%,5%,8%,7.3µM*,i,-18%,-188%[0.0737 µM],-2
O=C(CN(c1ccc(F)cc1)S(=O)(=O)c1ccc2c(c1)OCCO2)NCc1cccnc1,2%,-1%[9.22 µM],7%,5%,4%,i,-9%,2%,10
CCOc1ccccc1CN1CCNC(=O)C1CC(=O)NCCN1CCOC1=O (configuration not stated),17%,-11%,22%,12%,1%,i,9%,2%,0
CC(C)OCCCNc1ncnc2c1[nH]c1ccccc12,-23%,0%,?,?,7.3µM*,?,-28%,-5%,-93*
Cc1ccc(N2C(=O)C3CCC(c4ccccc4)CC3C2=O)cc1 (configuration not stated),-10%,-4%,-10%,4%,-13%,i,-14%,?,-7
COc1ccc(-c2noc(N3CCC(C(=O)NC(C)c4ccccc4)CC3)n2)cc1 (configuration not stated),-27%,-1%,-11%,0%,?,?,-26%,2%,-1
CCN(CC(=O)NCc1cccs1)C(=O)CN(C)S(=O)(=O)c1ccc(C)cc1,-4%,-69%[inhibitor],8%,-8%,-3%,i,9%,3%,6
CC(C)n1c(C(O)c2ccccc2)nc2ccccc21 (configuration not stated),4%,1%,-7%[9.24 µM],-4%,7%,i,0%,-3%,10
CC(C)CCC(C(=O)O)C(C)CC(=O)NC1CCCCC1 (configuration not stated),-3%,2%,10%,15%,6%,i,0%,6%,20
Cc1nc2cc(NC(=O)N3CCC(c4ccccc4)C3)ccc2n1C (configuration not stated),41%[activator],-2%,0%,0%,15%,i,-4%,-4%,-12
COc1ccc(-c2cc3nc(NCc4ccc(N(C)C)cc4)n(C)c(=O)c3s2)cc1OC,-13%,.,-6%,0%,-1%,i,4%,.,26
Clc1ccc(CNc2nc3ccccc3c3nc(-c4cccnc4)nn23)cc1,5%,.,.,.,7%,i,5%,.,.
COc1cccc(CNC(=O)CCC2CCCN(C(=O)Cc3ccccc3F)C2)c1 (configuration not stated),1%,8%,-1%,0%,6%,i,-20%,-3%,14
OC(c1ccc2ccccc2c1)c1ncc(-c2cccc3ccccc23)[nH]1 (configuration not stated),?,.,26µM*,18µM*,?,?,-109%,.,?
Cc1ccc(Oc2ccc(-c3nc(N)nc(N)n3)cc2)cc1C,1%,-10%,?,?,-25%,i,-40%,?,0
O=P(O)(Cc1ccccc1)Cc1ccccc1,24%,-4%,9%,3%,6%,i,6%,-1%,23
O=C1c2cccnc2C(=O)N1c1ccccc1-c1ccccc1,9%,-8%,8%,1%,-10%,i,15%,-5%,-3
CC1Nc2ccccc2C(=O)N1NS(C)(=O)=O (configuration not stated),-12%,4%,?,11%,19%,.,2%,-6%,3
Cc1ccc(S(=O)(=O)Oc2ccc(/C=C3\C(=N)N4N=C(S(C)(=O)=O)SC4=NC3=O)cc2)cc1,.,-35%,-2%,17%,0%,i,-11%,5%,-5
CCCc1nn2c(=O)cc(CSCC(=O)Nc3ccc(OC)cc3)nc2s1,3%,-5%,18%,9%,13%,i,2%,7%,-2
Cn1c2ccccc2c2c(C(=O)N3CCN(C(=O)c4ccco4)CC3)cn(C3CCCCC3)c(=O)c21,2%,-4%,?,-20%,-20%,i,-19%,6%,-24
